Assay outcomes deposited in PubChem BioAssay by National Center for Advancing Translational Sciences (NCATS).
AmpC inh no detg: qHTS Inhibitors of AmpC Beta-Lactamase (assay without detergent); AmpC nitrocefin hydrolysis, absorbance 480 nm, 0.0001% Triton; hit rate 0.52% among 330,000; AID 485341, 2010; P00811; Potency, µM (top dose mostly 57.1 µM), for inactives: at the top dose activity change, negative = inhibition, actives largely listed as inhibitors;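 also: potency is read from the fitted curve at half-maximal effect; plate controls were no compound for no effect and no enzyme for full effect; nearly all actives have a fitted effect of over 20% in size; some results filed as inactive show a strong effect at the top dose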
Target sequence (P00811 whole entry, looked up): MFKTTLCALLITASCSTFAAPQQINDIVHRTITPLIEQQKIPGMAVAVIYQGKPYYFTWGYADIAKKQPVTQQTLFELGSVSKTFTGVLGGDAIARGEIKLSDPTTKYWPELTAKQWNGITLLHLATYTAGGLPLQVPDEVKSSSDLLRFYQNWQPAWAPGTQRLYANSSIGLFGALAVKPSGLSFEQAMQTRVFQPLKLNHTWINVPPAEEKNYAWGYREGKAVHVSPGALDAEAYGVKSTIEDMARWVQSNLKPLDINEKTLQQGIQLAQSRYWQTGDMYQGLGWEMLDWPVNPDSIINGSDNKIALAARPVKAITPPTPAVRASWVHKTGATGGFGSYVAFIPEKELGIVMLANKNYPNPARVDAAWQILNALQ
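AmpC (5.3 nM in the dispensed reagent) in 20 mM phosphate pH 7.0 with 0.01% (detergent screen) or 0.0001% Triton X-100 was preincubated with compounds for 15 min at room temperature. Nitrocefin was then added from an 800 uM solution, and hydrolysis was followed at 480 nm.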
AMA1-RON2 inh: qHTS for Inhibitors of AMA1-RON; Towards Development of Antimalarial Drug Lead: Primary Screen | Plasmodium falciparum AMA1 (3D7) - RON2 peptide interaction | AlphaScreen AMA1-biotinylated RON2 peptide binding | Potency, µM (highest dose often 58.2 µM), inactives show at the highest dose activity change, negative = inhibition, actives largely listed as inhibitors | hit rate 0.2% among 360,000 | AID 720542, 2013;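 also: potency is read from the fitted curve at half-maximal effect; 0% = vehicle wells and -100% = peptide control; nearly all actives have a fitted effect of over 45% in size; some results filed as inactive show a strong effect at the top dose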
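AMA1 (3D7) with his tag at 25 nM final met compounds first, then biotinylated RON2 peptide at 25 nM; detection used donor plus acceptor beads, 10 µg/mL apiece, read by AlphaScreen after 30 min at room temperature.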
HCMV inh: qHTS Assay for inhibitors of the human cytomegalovirus (HCMV); HFF cells, HCMV-luciferase reporter, 72 h; hits give low values; activity change, negative = inhibition, % at 57.5 µM; hit rate 4.5% among 410,000; in the data active = activity change below about -60%; inconclusive = no clear call, values can overlap the other calls; inactive = above about -39%
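Luciferase read-out from HCMV-luciferase-infected HFFs (MOI 1 PFU/cell) 72 h post infection at 37C; compounds added after 16 h cell attachment; activity normalized between buffer-only basal and Salinomycin (10uM) inhibitor controls.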
AmpC inh detg: qHTS Inhibitors of AmpC Beta-Lactamase (assay with detergent). hit rate 0.041% among 370,000. P00811. AID 485294, 2010. Potency, µM (highest dose often 114 µM), inactives show top-dose activity change, negative = inhibition, hits mostly inhibitors. AmpC hydrolysis of nitrocefin, absorbance 480 nm, 0.01% Triton;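 also: potency is read from the fitted curve at half-maximal effect; 0% = no-compound wells and -100% = no-enzyme wells; nearly all actives have a fitted effect of over 25% in size; some results filed as inactive show a strong effect at the top dose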
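AmpC (5.3 nM in the dispensed reagent) in 20 mM phosphate pH 7.0 with 0.01% (detergent screen) or 0.0001% Triton X-100 was preincubated with compounds for 15 min at room temperature. Nitrocefin was then added from an 800 uM solution, and hydrolysis was followed at 480 nm.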
FBPA Giardia inh: qHTS Assay for Inhibitors of Fructose-1,6-bisphosphate Aldolase from Giardia Lamblia | A8B2U2 | Potency, µM (top dose mostly 59.6 µM), inactives show at the top dose activity, negative = inhibition, usual class: inhibitors | AID 2451, 2010 | hit rate 0.71% among 290,000 | purified Giardia FBPA; also: potency is read from the fitted curve at half-maximal effect; nearly all actives have a fitted effect of over 55% in size
Target sequence (A8B2U2 whole entry, looked up): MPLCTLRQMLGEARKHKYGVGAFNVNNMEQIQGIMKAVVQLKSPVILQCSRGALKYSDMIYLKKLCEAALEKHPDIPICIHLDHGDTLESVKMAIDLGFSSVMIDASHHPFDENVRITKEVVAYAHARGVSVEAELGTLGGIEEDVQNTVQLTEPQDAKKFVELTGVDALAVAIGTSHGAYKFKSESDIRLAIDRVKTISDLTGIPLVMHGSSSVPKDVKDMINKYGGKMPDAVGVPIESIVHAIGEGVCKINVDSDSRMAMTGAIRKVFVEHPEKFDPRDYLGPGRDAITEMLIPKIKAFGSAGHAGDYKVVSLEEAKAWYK
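Giardia FBPA (40 nM reagent) was preincubated 10 min at RT with compound (up to 57.5 uM final), then substrate plus GAPDH/TPI/NAD/arsenate coupling system with diaphorase/resazurin was added; resorufin fluorescence (525/598 nm) was read after 20 min.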
Sm TGR block: qHTS Assay for the Inhibitors of Schistosoma Mansoni Peroxiredoxins; Schistosoma mansoni thioredoxin glutathione reductase (TGR), Q962Y6; purified TGR, DTNB reduction, TNB absorbance 405 nm; Potency, µM (titrated, usually from 114 µM), for inactives: at the highest dose activity change, negative = inhibition, hits mostly inhibitors; hit rate 3% among 360,000; AID 485364, 2010; also: potency is read from the fitted curve at half-maximal effect; nearly all actives have a fitted effect of over 60% in size
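First, TGR (20 nM dispensed) and NADPH were mixed with compound. Second, a 15 min room-temperature incubation followed. Third, further NADPH and then DTNB were added to start the reaction. Finally, TNB absorbance was monitored kinetically.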
Numbers without * were called inactive; ? = inconclusive; · = not tested or not shown; & = joins results of further samples; [ ] = remark or other dose. Unless noted, calls follow the shape of the dose curve; as a rule, active = well fitted curve in the direction sought with a large enough effect; inconclusive = small, poorly fitted or top-dose-only effect, or another doubt; inactive = no such curve, though single readings can be large; an effect the other way counts as inactive or inconclusive. Unless noted, % is scaled to controls: 0 for no effect and ±100 for the full control effect.

SMILES | AmpC inh no detg | AMA1-RON2 inh | HCMV inh | AmpC inh detg | FBPA Giardia inh | Sm TGR block
COc1cc(CNCc2cccc(OC)c2OC)cc(OC)c1 | -5.6% | -22.5% | -3.8 | -13.1% | -11.8% | -24.8%
Cc1oc(-c2ccccc2F)nc1Cn1c(SCc2cccc(C(F)(F)F)c2)nc2ccncc21 | · | · | 4.5 | 28.3% | · | -14.4%
CC(C(=O)N1CCN=C1c1ccccc1)N1C(=O)c2ccccc2C1=O (centres undefined) | 40.0% | -5.6% | -1.5 | -2.3% | 4.5% | -4.0%
Cc1cc(NS(=O)(=O)c2ccc(NC(=O)c3c(F)c(F)c(F)c(F)c3F)cc2)nc(C)n1 | -22.9% | -14.3% | ? | 6.0% | · | 0.5%
CCOC(=O)C1CCCN(C(=O)c2cncc(Br)c2)C1 (centres undefined) | -22.7% | 5.1% | -19.5 | ? | -0.5% | -2.7%
CCCCCCN=Cc1c(O)n(C)c(=O)n(C)c1=O | -14.2% | 21.0% | -9.6 | ? | 3.0% | -18.8%
COc1ccc(/C(C)=C2\SC(=S)N(CCC(=O)O)C2=O)cc1 | -19.7% | 5.8% | -10.4 | ? | 19.8% | -21.3%
NS(=O)(=O)c1ccc(CCNC(=O)/C=C/c2ccc([N+](=O)[O-])cc2)cc1 | -36.4% | -7.7% | -7.7 | 3.8% | -0.4% | -3.5%
CC(=O)NCc1nc2cccnc2n1Cc1ccccc1 | · | · | -19.0 | 5.7% | · | 4.1%
Cc1ccc(C)c2[nH]c(=O)c(CN(Cc3ccc4c(c3)OCO4)Cc3nnnn3Cc3ccco3)cc12 | 12.6% | -9.1% | -8.1 | 3.0% | -2.7% | ?
COc1cccc(C(=O)Nc2cccc3c2ccc2cccn23)c1 | -36.6% | -5.3% | -23.3 | -8.5% | 2.3% | -0.3%
CCCOc1ccc(C(F)(F)F)cc1NS(=O)(=O)c1ccc(Cl)nc1 | -31.7% | -1.6% | -19.2 | ? | · | -13.6%
CCOc1cc(/C=N/Nc2nnc(C)n2N)ccc1O | -3.7% | 63.4%[activator] | 19.1 | 13.3% | 15.8µM* | 50.1µM*
Cc1ccc(C)c(N2CCN(c3nc4ccccc4c(=O)n3-c3ccc(Cl)cc3)CC2)c1 | · | · | 1.7 | -5.8% | · | -1.3%
CCCCc1ccc(NC(=O)CN2NS(=O)(=O)c3ccccc3C2=O)cc1 | -29.6% | 7.9% | 0.3 | -11.9% | -0.5% | -19.7%
Cc1c(-n2cccc2C=O)cccc1[N+](=O)[O-] | -16.6% | -11.8% | -31.9 | -5.3% | 0.6% | -0.9%
COc1cc2c(c(OC)c1OC)-c1c(cc3c(c1OC)OCO3)C[C@H](C)[C@@](C)(O)C2 | 100.8%[activator] | 10.7% | -23.5 | -0.2% | 3.8% | 9.6%
Cc1cc2c(cc1S(=O)(=O)N1CCN(c3ccc(Cl)cc3)CC1)OCCN2C | -15.8% | ? | 9.0 | -13.2% | -12.8% | -27.0%
Cn1c(NC(=O)/C=C/c2ccc(Cl)c(Cl)c2)cc(=O)n(C)c1=O | -6.4% | 9.5%[11.6 µM] | -18.1 | -0.7% | 0.8% | -5.8%
Cc1ccc(NC(=O)c2oc3ccc(S(=O)(=O)N4CCOCC4)cc3c2C)c(C)c1 | 5.6% | 105.1%[activator] | -22.4&17.4 | 3.7%&-5.1% | 7.9% | -34.9%&-29.6%
COCCCNC(=O)CSc1nc2ccccc2c(=O)n1CCC(=O)NCCc1ccc(OC)c(OC)c1 | 43.4% | 2.3% | 19.2 | 2.2% | 0.7% | 9.5%
Cc1cc2nnc(SCc3ccccc3)n2c(N)n1 | -21.2% | -3.1% | -4.7 | -18.8% | -5.1% | 0.0%
COc1ccc(NC(=O)c2ccc3snnc3c2)cc1 | -25.7% | 2.6% | 26.1 | -9.6% | -2.1% | -15.2%
CC(=O)N1CC(=O)N(c2ccccc2)C1=O | -21.8% | 3.4% | -6.2 | ? | 0.0% | ?
Cc1ccc2c(c1)CNc1ccccc1O2 | -28.7% | -5.0% | 16.8 | ? | -7.1% | -27.3%
CCCNC(=O)CN(C)S(=O)(=O)c1ccc(F)cc1 | -3.7% | -0.6% | -4.7 | -6.7% | -0.1% | -5.9%
CCN1CCN(C(c2cc(OC)c(OC)c(OC)c2)c2nnnn2C(C)C)CC1 (centres undefined) | 1.4% | 0.6% | -20.9 | 1.3% | -13.7% | 4.0%
Cc1cccc(N2C(=O)C(O)=C(C(=O)c3cccs3)C2c2cccc(Oc3ccccc3)c2)n1 (centres undefined) | -48.7% | 16.6% | 37.9 | -0.5% | 8.1% | 3.7%
COc1ccc(/C=C2/Sc3ccc(C(=O)N4CCc5ccccc5C4)cc3NC2=O)cc1 | -27.6% | -17.3% | -35.1 | -11.2% | 3.4% | -9.7%
Cn1c(CN2CCOCC2)nc2cc(NC(=O)COc3ccccc3)ccc21 | 3.2% | -13.4% | ? | 5.0% | -2.0% | ·
FC(F)(F)c1cccc(N2CCN(Cc3nnc(-c4ccc5c(c4)OCO5)o3)CC2)c1 | · | · | 1.3 | 12.9% | · | 4.6%
CCN(CC)c1ccc(/C=N/NC(=O)Cc2ccc(OC)c(OC)c2)cc1 | -0.1% | 52.1%[activator] | 1.9 | 2.8% | -4.8% | -15.3%
COc1ccc(N=Cc2oc3ccc4ccccc4c3c2O)cc1 | -6.1% | -21.8% | 64.7 | ? | -2.1% | 3.3%
O=C(CN1CCN(S(=O)(=O)c2ccc(Cl)cc2)CC1)Nc1ccc2c(c1)OCO2 | 5.6% | 0.0% | -10.4 | -7.2% | -7.3% | 13.1%
Cc1cc(O)c2c(C)c(CC(=O)N3CCN(C(=O)C4COc5ccccc5O4)CC3)c(=O)oc2c1 (centres undefined) | 43.9% | 9.9% | -22.1 | -12.6% | -3.8% | 2.8%
COc1ccc(N(C(=O)C(C)C)S(=O)(=O)c2ccc3c(c2)n(C)c(=O)n3C)cc1 | 77.7%[activator] | 0.2% | 10.3 | -4.5% | 7.0% | 0.0%
CCc1ccc(-c2nc(CN3CCC(C(=O)N4CCN(c5ccccn5)CC4)CC3)c(C)o2)cc1 | 60.2%[activator] | -22.0% | -16.0 | 3.8% | 3.3% | -12.8%
O=C(COC(=O)c1ccc(Cl)c(S(=O)(=O)NCc2ccccc2)c1)NC1CC1 | 1.0% | 3.2%[11.6 µM] | -33.7 | 4.0% | · | -2.5%
COc1ccc(/C=N/NC(=O)c2ccncc2)cc1[N+](=O)[O-] | -15.2% | 16.6% | -39.7 | 3.1% | -4.1% | -5.2%
CC(C)C(=O)N1CCC(CN=Cc2c(O)n(C3CCCCC3)c(=O)n(C3CCCCC3)c2=O)CC1 | 146.2%[activator] | -19.5% | -3.6 | -8.8% | -6.1% | -10.2%

Taken from above:
Reading for O=C(COC(=O)c1ccc(Cl)c(S(=O)(=O)NCc2ccccc2)c1)NC1CC1 under AmpC inh no detg: 1.0%
Reading for CCc1ccc(-c2nc(CN3CCC(C(=O)N4CCN(c5ccccn5)CC4)CC3)c(C)o2)cc1 under HCMV inh: -16.0
Reading for COc1ccc(N=Cc2oc3ccc4ccccc4c3c2O)cc1 under Sm TGR block: 3.3%

New compounds follow:
SMILES | AmpC inh no detg | AMA1-RON2 inh | HCMV inh | AmpC inh detg | FBPA Giardia inh | Sm TGR block
CCc1ccc(NC(=O)CSc2nnc3[nH]c(=O)cc(-c4ccccc4)n23)cc1 | · | · | 40.8 | 0.6% | · | 3.1%
Cc1nnc(SCc2cccc([N+](=O)[O-])c2)o1 | -5.0% | 0.0% | -16.9 | -4.4% | -1.0% | ·
COc1ccc(CNC(=O)c2cc3sccc3n2C)cc1 | · | · | -18.4 | -11.3% | · | 4.4%
O=C(COC(=O)c1ccc2c(c1)OCO2)Nc1ncc(Cl)cc1Cl | -25.0% | -13.3% | 10.3 | -6.2% | -0.8% | -2.1%
CC(=O)C1C(c2ccc(Cl)cc2)c2c(noc2C)CC1(C)O (centres undefined) | 31.2% | 1.4% | 4.6 | 1.2% | 7.9% | 5.0%
COC(=O)CCN1CCc2cc(N=Nc3ccc([N+](=O)[O-])cc3)ccc21 | -12.2% | ? | -13.8 | -7.6% | 7.0% | 9.1%
CCC(C)OC(=O)C[N+](C)(C)CCOC1CC2CCC1(C)C2(C)C (centres undefined) | 86.4%[activator] | -11.5% | ? | -4.7% | 6.9% | ·
O=C(Nc1cccc(C(F)(F)F)c1)OCCN1CCN(Cc2ccccc2)CCC1=O | 198.1%[activator] | -0.7% | -4.4 | -8.9% | 1.2%&-4.3% | -14.8%
O=c1[nH][nH]cc1C=Nc1ccccc1O | -8.6% | 38.9%[activator] | -1.3 | 4.1% | 12.4% | 3.6%
Cn1c(CCN2CCN(c3ccccn3)CC2)nc2cc(NC(=O)COc3ccccc3)ccc21 | 118.8%[activator] | -7.2% | ? | 4.8% | 6.6% | -11.9%
COc1ccc(S(=O)(=O)NCC(c2cccnc2)N2CCN(c3ccc(F)cc3)CC2)cc1C (centres undefined) | 119.9%[activator] | -5.3% | -19.7 | -4.1% | 0.6% | -23.4%
COCCN(C(=O)CSc1nnc(-c2ccc(C(C)(C)C)cc2)n1N)c1c(N)n(CC(C)C)c(=O)[nH]c1=O | 72.3%[activator] | -9.9% | -17.3 | -0.6% | · | 19.8%
Cc1ccc(OCc2cc(C(=O)N3CCc4[nH]cnc4C3c3ccccn3)no2)cc1C (centres undefined) | 95.3%[activator] | 35.2%[activator] | ? | -8.2% | · | -4.7%
COc1ccc(CN(CC(O)COCc2ccccc2)S(=O)(=O)c2ccccc2Br)cc1 (centres undefined) | -21.0% | 0.0% | 3.0 | · | · | ·
Cc1ccc2occ(/C=N/O)c(=O)c2c1 | -15.4% | 23.8% | 32.0 | -2.5% | 7.1% | -1.5%
Cc1ccccc1N1C(=O)CC2(CCCC2)CC1=O | -9.4% | 0.9% | -8.4 | 8.8% | 0.8% | 30.3%
Cc1cc2nc3n(c2cc1C)CC1CC(C(=O)NCc2cccc(C(F)(F)F)c2)N(C)C31 (centres undefined) | 118.8%[activator] | -3.3% | -7.7 | -1.3% | 8.4% | -1.5%

Some of the entries so far, with two lines to a compound:
Every second line gives: AmpC inh no detg, AMA1-RON2 inh, HCMV inh, AmpC inh detg, FBPA Giardia inh, Sm TGR block
> COc1ccc(CN(CC(O)COCc2ccccc2)S(=O)(=O)c2ccccc2Br)cc1 (centres undefined)
  -21.0%, 0.0%, 3.0, ·, ·, ·
> Cc1ccc2occ(/C=N/O)c(=O)c2c1
  -15.4%, 23.8%, 32.0, -2.5%, 7.1%, -1.5%
